AMA1 RON2 block: qHTS for Inhibitors of AMA1-RON; Towards Development of Antimalarial Drug Lead: Primary Screen. Potency, µM (series often up to 58.2 µM), for the others: at the top dose activity change, negative = inhibition, actives largely listed as inhibitors. 360,000 compounds, 0.2% hits. AlphaScreen AMA1-biotinylated RON2 peptide binding. AID 720542, 2013. Plasmodium falciparum AMA1 (3D7) - RON2 peptide interaction;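 note: potency is the fitted concentration of half-maximal effect; 0% = vehicle wells and -100% = peptide control; nearly all actives have a fitted effect of over 45% in size; some results filed as inactive show a strong effect at the top dose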
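AMA1 (3D7) with his tag at 25 nM final met compounds first, then biotinylated RON2 peptide at 25 nM; detection used donor plus acceptor beads, 10 µg/mL apiece, read by AlphaScreen after 30 min at room temperature.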
HCMV inh: qHTS Assay for inhibitors of the human cytomegalovirus (HCMV); 410,000 compounds, 4.5% hits; AID 1259415, 2018; activity change, negative = inhibition, % at 57.5 µM; HFF cells, HCMV-luciferase reporter, 72 h; active compounds read low; in the data active = activity change below about -60%; inconclusive = no clear call, values can overlap the other calls; inactive = above about -39%
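Human foreskin fibroblasts infected with luciferase-reporter HCMV at MOI 1 PFU/cell, compounds at two doses. Luciferase measured 72 h post infection; normalized to buffer-only basal and Salinomycin (10uM) controls.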
TbPYK inhibitor: qHTS of Trypanosoma Brucei Inhibitors; Potency, µM (titrated, usually from 76.8 µM), for the others: top-dose activity, negative = inhibition, most hits filed as inhibitors; TbPYK enzyme, Kinase-Glo Plus ATP luminescence, 45 min; 410,000 compounds, 0.12% hits; AID 624173, 2012; note: potency is the fitted concentration of half-maximal effect; nearly all actives have a fitted effect of over 50% in size
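Screened from lowest to highest concentration, compounds were pinned into TbPYK/substrate mixtures, and ADP (130 uM final) was added. Plates sat at room temperature for 45 min prior to Kinase-Glo Plus detection by luminescence.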
LmPK inh: qHTS Assay for Inhibitors of Leishmania Mexicana Pyruvate Kinase (LmPK). purified LmPK, Kinase-Glo ATP luminescence, 1 h. Potency, µM (doses to about 57.5 µM), for inactives: top-dose activity change, negative = inhibition, most hits filed as inhibitors. 290,000 compounds, 0.37% hits. AID 1721, 2009; note: potency is the fitted concentration of half-maximal effect
Target sequence (Q27686 whole entry, looked up): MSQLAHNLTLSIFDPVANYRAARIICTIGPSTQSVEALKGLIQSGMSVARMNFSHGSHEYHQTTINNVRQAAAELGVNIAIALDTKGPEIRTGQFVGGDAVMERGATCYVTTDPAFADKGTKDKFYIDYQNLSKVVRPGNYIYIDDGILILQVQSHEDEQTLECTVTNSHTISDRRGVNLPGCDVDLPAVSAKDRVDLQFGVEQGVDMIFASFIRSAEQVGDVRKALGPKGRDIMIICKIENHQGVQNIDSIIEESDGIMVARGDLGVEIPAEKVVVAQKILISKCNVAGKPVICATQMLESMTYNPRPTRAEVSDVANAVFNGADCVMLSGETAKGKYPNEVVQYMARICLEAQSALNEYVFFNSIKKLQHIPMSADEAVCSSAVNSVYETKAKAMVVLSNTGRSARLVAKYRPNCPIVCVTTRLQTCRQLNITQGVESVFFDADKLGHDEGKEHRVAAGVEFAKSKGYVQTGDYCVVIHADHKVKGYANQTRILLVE
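Purified LmPK (0.1 nM) with 0.5 mM PEP and 0.1 mM ADP in imidazole buffer pH 7.2 with MgCl2/KCl, 1 h at room temperature. ATP formed was read by luciferase luminescence and normalized to no-enzyme and uninhibited controls.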
AmpC inh no detg: qHTS Inhibitors of AmpC Beta-Lactamase (assay without detergent); P00811; Potency, µM (series often up to 57.1 µM), inactives show top-dose activity change, negative = inhibition, usual class: inhibitors; AmpC nitrocefin hydrolysis, absorbance 480 nm, 0.0001% Triton; 330,000 compounds, 0.52% hits;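 note: potency is the fitted concentration of half-maximal effect; plate controls were no compound for no effect and no enzyme for full effect; nearly all actives have a fitted effect of over 20% in size; some results filed as inactive show a strong effect at the top dose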
Target sequence (P00811 whole entry, looked up): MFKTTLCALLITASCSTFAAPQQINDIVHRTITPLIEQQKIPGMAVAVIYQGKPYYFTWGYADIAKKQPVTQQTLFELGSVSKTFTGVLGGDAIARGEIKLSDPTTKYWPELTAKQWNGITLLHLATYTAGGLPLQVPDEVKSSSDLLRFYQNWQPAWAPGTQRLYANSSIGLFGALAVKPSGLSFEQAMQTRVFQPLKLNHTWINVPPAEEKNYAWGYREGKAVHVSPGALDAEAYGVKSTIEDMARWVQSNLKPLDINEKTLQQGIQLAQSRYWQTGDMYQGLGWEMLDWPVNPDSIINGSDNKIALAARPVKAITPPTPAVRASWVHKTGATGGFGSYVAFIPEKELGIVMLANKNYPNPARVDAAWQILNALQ
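AmpC (5.3 nM in the dispensed reagent) in 20 mM phosphate pH 7.0 with 0.01% (detergent screen) or 0.0001% Triton X-100 was preincubated with compounds for 15 min at room temperature. Nitrocefin was then added from an 800 uM solution, and hydrolysis was followed at 480 nm.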
AmpC detergent: qHTS Inhibitors of AmpC Beta-Lactamase (assay with detergent); P00811; 370,000 compounds, 0.041% hits; AmpC hydrolysis of nitrocefin, absorbance 480 nm, 0.01% Triton; Potency, µM (series often up to 114 µM), without a hit: top-dose activity change, negative = inhibition, most hits filed as inhibitors;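 note: potency is the fitted concentration of half-maximal effect; 0% = no-compound wells and -100% = no-enzyme wells; nearly all actives have a fitted effect of over 25% in size; some results filed as inactive show a strong effect at the top dose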
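AmpC (5.3 nM in the dispensed reagent) in 20 mM phosphate pH 7.0 with 0.01% (detergent screen) or 0.0001% Triton X-100 was preincubated with compounds for 15 min at room temperature. Nitrocefin was then added from an 800 uM solution, and hydrolysis was followed at 480 nm.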
Sm TGR inh: qHTS Assay for the Inhibitors of Schistosoma Mansoni Peroxiredoxins; Potency, µM (top dose mostly 114 µM), for the others: top-dose activity change, negative = inhibition, most hits filed as inhibitors; purified TGR, DTNB reduction, TNB absorbance 405 nm; Schistosoma mansoni thioredoxin glutathione reductase (TGR), Q962Y6; 360,000 compounds, 3% hits; note: potency is the fitted concentration of half-maximal effect; nearly all actives have a fitted effect of over 60% in size
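First, TGR (20 nM dispensed) and NADPH were mixed with compound. Second, a 15 min room-temperature incubation followed. Third, further NADPH and then DTNB were added to start the reaction. Finally, TNB absorbance was monitored kinetically.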
Starred values were filed as active, the others as inactive; ? = inconclusive; nt = not tested or not shown; [ ] = another dose, or the depositor's remark. Unless noted, calls come from the whole dose curve; as a rule, active = well fitted curve in the direction sought with a large enough effect; inconclusive = small, poorly fitted or top-dose-only effect, or another doubt; inactive = no such curve, though single readings can be large; an effect the other way counts as inactive or inconclusive. Unless noted, % is set by controls: 0 for no effect and ±100 for the full control effect.

Every second line gives: AMA1 RON2 block, HCMV inh, TbPYK inhibitor, LmPK inh, AmpC inh no detg, AmpC detergent, Sm TGR inh
> Cc1nc(N2CCCCC2)sc1C(=O)c1cccc([N+](=O)[O-])c1
    ?, -72.6*, 1.7%, 1.0%, 9.7%, 2.0%, 0.9%
> Cc1ccc(CNC(=O)Cn2cnc(C(=O)Nc3ccc(C)c(C)c3)n2)o1
    -5.8%, 41.0, 0.5%, nt, -16.7%, nt, nt
> CC(=O)N1C(C)c2ccccc2C(C)(C)CC12CCCCC2 (stereo not drawn)
    -18.6%, -36.8, 8.2%, 2.8%, 32.0%, -0.5%, 6.5%
> OC[C@@H]1CN(Cc2ccccc2)C[C@H](n2cnc3c(N4CCN(c5ccccc5)CC4)ncnc32)O1
    -8.9%, -26.4, 3.6%, nt, nt, nt, nt
> CCOc1ccccc1NC(=O)C(=O)/C=C(\O)c1cc(OC)ccc1OC
    13.3%, 3.6, -11.5%, -1.7%, -28.9%, 3.2%, 13.8%
> O=C(NCC1CCCO1)c1ccc(-c2ccccc2Cl)o1 (stereo not drawn)
    -11.7%, 34.1, 0.0%, nt, -0.6%, -6.3%, -22.3%
> N#CCC(=N)N1CCN(c2ccc(F)cc2)CC1
    5.4%, -31.9, -3.3%, -4.1%, -25.7%, -6.7%, -14.6%
> Cc1ccc(/C=N/n2c(C)nc3ccccc3c2=O)o1
    7.8%, 15.1, -0.4%, -2.0%, -18.4%, -9.7%, -31.1%
> CN(C(=O)COC(=O)c1ccc(F)c(S(=O)(=O)N2CCOCC2)c1)C1CCS(=O)(=O)C1 (stereo not drawn)
    16.3%, nt, -8.4%, nt, -5.6%, ?, 13.1%
> COc1ccc(Nc2cc(C)c3c(O)cccc3n2)cc1
    -20.8%, -36.9, -20.2%, -13.9%, -46.4%, -4.5%, 2.7%
> CCOC(=O)NC(=S)Nc1cccc(NC(=S)NC(=O)OCC)c1
    0.5%, -35.1, -5.6%, -9.4%, -19.7%, 10.5%, -0.1%
> Cc1ccccc1-n1c(SCC(=O)NCc2cccs2)nnc1-c1ccncc1
    7.5%, -1.7, 3.1%, -5.7%, -1.6%, -20.9%, -1.8%
> Cc1ccccc1-c1nnn(CC(=O)NC(=O)NC2CCCC2)n1
    7.7%, -31.8, 12.4%, nt, 16.2%, nt, nt
> CCOc1ccc(S(=O)(=O)NC(C)C(=O)NCc2ccncc2)cc1 (stereo not drawn)
    6.1%, -3.9, -1.2%, -3.4%, -15.4%, -13.5%, 5.1%
> Cc1c(C(=O)N(C)C)sc(NC(=O)c2cc([N+](=O)[O-])cc([N+](=O)[O-])c2)c1C#N
    ?, -13.3, 0.5%, -0.9%, -15.4%, ?, ?
> CCn1c2c(c(=O)n3ncc(C(=O)Nc4cc(Cl)ccc4C)c13)CN(Cc1ccc(OC)cc1)CC2
    nt, 11.9, ?, nt, nt, 10.6%, 1.4%
> Cc1cccc(N/C=C/C(=O)c2ccc(Cl)cc2)c1
    4.4%, 52.0, -21.8%, -1.1%, -20.2%, 3.8%, 67.3%[activator]
> COC(=O)CCCNC(=O)CCc1nnc(-c2ccc(-c3ccccc3)cc2)o1
    7.6%, -21.3, -3.4%, nt, nt, nt, nt
> Cc1ccccc1/C=C\c1nc(O)c([N+](=O)[O-])c(=O)[nH]1
    5.0%, -18.2, -6.7%, 3.1%, -13.8%, -8.4%, -18.7%
> OC(CNCc1ccc(F)cc1)(c1ccccc1)c1ccc(F)cc1 (stereo not drawn)
    0.4%, 70.1, -6.0%, -1.5%, -13.2%, -4.7%, -3.0%
> CC(=O)Nc1ccccc1-c1ccc(C)o1
    -9.3%, 43.6, 0.3%, 2.8%, -15.9%, -16.2%, ?
> O=c1c2ccccc2nnn1COc1ccc(F)cc1Cl
    13.9%, -30.5, 0.3%, 7.8%, -15.7%, -6.2%, 1.8%
> O=C(NCCNc1ccc([N+](=O)[O-])cc1)c1cccs1
    3.1%, -8.1, 0.1%, -0.1%, -29.5%, ?, -7.6%
> CCOC(=O)c1cccc(NC(=O)COc2ccc([N+](=O)[O-])cc2)c1
    0.8%, 21.4, 2.1%, -2.4%, -23.7%, 4.8%, 17.8%
> O=C(NC1CCCC1)c1ncn[nH]1
    -13.4%, -18.2, -11.5%, -2.2%, -22.6%, ?, 1.9%
> O=C(NCc1ccc(F)cc1)C1CCN(C(=O)c2cnn(-c3ccccc3)c2-n2cccc2)CC1
    nt, 12.7, 2.1%, nt, nt, 1.3%, -4.5%
> c1ccc(-c2nn3c(Cn4nnc5ccccc54)nnc3s2)cc1
    13.0%, 24.8, -13.2%, -4.3%, -30.4%, -12.4%, -6.5%
> Cc1ccc(-c2ccc(=O)n(CC(=O)Nc3ccc(F)c(Cl)c3)n2)cc1C
    nt, 13.5, -1.5%, nt, nt, 22.1%, 6.0%
> CN1CCN(c2nc(-c3ccc(C(C)(C)C)cc3)nc3ccccc23)CC1
    -7.8%, -36.9, -1.8%, -2.5%, 20.7%, -5.4%, 12.5%
> COc1ccc(C(=O)NCC(=O)OCC(=O)N2CCCc3ccccc32)cc1
    -5.2%, -0.3, 1.1%, -1.9%, -3.6%, 2.9%, -3.2%

2 compounds picked at random from those above:
Every second line gives: AMA1 RON2 block, HCMV inh, TbPYK inhibitor, LmPK inh, AmpC inh no detg, AmpC detergent, Sm TGR inh
> COc1ccc(C(=O)NCC(=O)OCC(=O)N2CCCc3ccccc32)cc1
    -5.2%, -0.3, 1.1%, -1.9%, -3.6%, 2.9%, -3.2%
> Cc1cccc(N/C=C/C(=O)c2ccc(Cl)cc2)c1
    4.4%, 52.0, -21.8%, -1.1%, -20.2%, 3.8%, 67.3%[activator]

Additional entries follow:
Every second line gives: AMA1 RON2 block, HCMV inh, TbPYK inhibitor, LmPK inh, AmpC inh no detg, AmpC detergent, Sm TGR inh
> Cc1cc(NS(=O)(=O)c2ccc(NC(=S)NC(=O)c3cccc(S(=O)(=O)N(C)C)c3)cc2)no1
    58.8%[activator], -21.2, -8.3%, -3.3%, -24.3%, ?, 35.5µM*
> COc1ccc(-c2noc(C(=O)NCc3ccc(F)cc3)n2)cc1OC
    -11.8%, -27.1, -4.5%, 4.5%, -0.9%, -7.8%, 16.9%
> O=c1cnn(Cc2ccc(F)cc2)c2ccccc12
    -13.3%, -16.8, 0.0%, -4.8%, -0.2%, -3.8%, 9.2%
> COc1ccccc1CN1CC(C(=O)NCC2(O)CCCCC2)CCC1=O (stereo not drawn)
    1.9%, -64.3*, 7.1%, nt, nt, nt, nt
> COc1ccc(S(=O)(=O)Nc2ccc(NC(C)=O)cc2)cc1Cl
    17.1%, -22.0, 0.9%, 0.6%, -8.9%, 0.9%, 28.4%
> Cc1c(C(C)C)c(=O)n(-c2ccc(S(=O)(=O)NC(C)C)cc2)n1C
    9.3%, -36.8, 0.1%, 5.2%, 1.2%, -0.4%, 21.4%
> Cn1c(=O)[nH]c(=O)c2c1nc(CN1CCN(c3ccc(F)cc3)CC1)n2CCN1CCOCC1
    4.1%, -21.8, 1.6%, 1.8%, 6.3%, 2.0%, 10.8%
> CCCCn1c(SCC(=O)Nc2nnc(C(C)C)s2)nc2c1c(=O)n(C)c(=O)n2C
    -0.5%, -74.7*, 1.3%, 12.8%, -14.7%, ?, 1.0%
> CCOc1ccc(CCNC(=O)COC(=O)c2nn(C)c(=O)c3ccccc23)cc1OCC
    -1.0%, -1.5, 3.8%, nt, -1.9%, -6.9%, -1.2%
> O=C(O)C1=C[C@H](c2ccc(F)cc2)C[C@H](OCc2ccc(CO)cc2)O1
    14.5%, 5.9, -0.3%, 1.2%, -20.7%, 2.8%, 35.5µM*
> Cc1ccccc1CN(C)C(C)C(=O)NCc1ccccc1 (stereo not drawn)
    4.8%, -33.5, 2.9%, -1.4%, 13.0%, 0.8%, ?
> Cc1ccc(NS(=O)(=O)c2cc(-c3cnc(C4CC4)o3)ccc2C)cc1Cl
    nt, -64.2*, -2.8%, nt, nt, ?, -7.7%
> COc1ccc2c(=O)cc(-c3ccccc3)n(C)c2c1
    0.0%, 110.7, 1.6%, -5.2%, -20.2%, 2.5%, -1.6%
> COCCn1c(C)cc(O)c(C(c2ccccc2)N2CCN(C)CC2)c1=O (stereo not drawn)
    nt, 11.7, 0.8%, nt, nt, 2.9%, 6.31µM*
> CCOC(=O)N1CCN(C(=O)C2CCN(Cc3ccc(O)c(OCC)c3)CC2)CC1
    -7.6%, -25.5, -13.3%, -0.1%, -15.1%, -12.2%, 31.6µM*
> CCCCN(C(=N)N1CCCCC1)c1nc(C)c([N+](=O)[O-])c(=O)[nH]1
    5.6%, 24.5, -3.3%, 0.3%, -11.5%, -0.6%, 3.1%
> N#Cc1c(NC(=O)CSc2ncnc3c2cnn3-c2ccccc2Cl)sc2c1CCCC2
    -2.0%, ?, -6.7%, 0.1%, -39.5%, -12.0%, 0.0%
> Cc1cc(OC(=O)c2ccc(S(=O)(=O)N(C)C)cc2)cc(=O)o1
    1.2%, 38.0, -7.3%, 4.0%, -25.5%, 1.3%, 5.8%
> Cn1nnnc1SCC(=O)Nc1cc(C(C)(C)C)nn1-c1ccccc1
    -3.6%, -15.2, -2.6%, 5.7%, -5.6%, ?, -1.5%
> O=C1c2ccccc2C(=O)N1CC1c2ccccc2CCN1C(=O)C1CCCCC1 (stereo not drawn)
    -2.1%, ?, 2.4%, -2.1%, 67.4%[activator], 23.4%, 6.4%
> COc1ccc(/C=N/NC(=O)c2cccc([N+](=O)[O-])c2)cc1OS(=O)(=O)c1ccccc1
    26.5%, -8.0, -9.5%, 0.0%, nt, -0.2%, 4.2%
> Cc1c(C#N)c2ccccc2n1CC(=O)N1CCCc2ccccc21
    -5.5%, 18.0, -8.8%, 3.7%, -10.0%, -0.2%, 3.1%
> CC(=O)Nc1sc(C)c(C)c1C(=O)OCC(=O)NCc1ccccc1
    13.7%, 2.7, -1.0%, nt, 1.1%, -20.5%, -9.2%
> Cn1c(=NC(=O)c2ccco2)sc2cccc(F)c21
    5.6%, 93.0, 3.1%, 4.1%, -5.7%, -4.2%, -2.1%
> COc1ccc(Cl)cc1/C=C1/C(=O)ON=C1C
    -18.6%, 54.6, -4.4%, -0.8%, -15.2%, -4.7%, ?
> CN(Cc1ccccc1)C(=S)NC(=O)c1ccccc1
    33.9%[activator], 7.2, -21.9%, -4.4%, -21.0%, -6.2%, 2.5%
